Exocytosis inh: LAMP-1 surface exposure blockers, TALL-104 cells – cell-based, flow cytometry, MLPCN library, primary screen; TALL-104 LAMP-1 surface exposure; cells stimulated with thapsigargin and PMA; inhibition, % at 10 µM; 0.66% of 360,000 active; AID 651702, 2012;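 active = inhibition above about 55%, limit read from the data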
iPSC survival up: enhancers of single-cell hiPSC survival, primary screen, ATPlite luminescence; 0.044% of 360,000 active; 100% = ROCK inhibitor wells, 0% = DMSO; survival enhancement, % at 20 µM; AID 602274, 2012; in the data active = survival enhancement above about 18%;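 note: cells exposed to compounds for 16 hours before the ATP read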
aDG glyco up: activators of alpha-DG glycosylation, primary screen, uHTS, Pro5-aDG cells, AlphaScreen; AID 624168, 2012; activation, % at 10 µM; 0.22% of 360,000 active; alpha-DG glycosylation AlphaScreen (IIH6); 0% Pro5, 100% B10-LARGE cell signal;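 active = activation of at least 8% versus controls, or a plate z-score of at least 8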;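 note: Pro5 are CHO cells carrying HIG-tagged alpha-DG that lacks glycosylation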
MC4R ag barr: MC4R agonists recruiting beta-arrestin, primary screen, cell-based, luminescence, agonist arm of biased-ligand search; Melanocortin receptor 4 (Homo sapiens), P32245; U2OS MC4R beta-arrestin complementation; percent of melanotan II response, DMSO zero; activation, % at 8.9 µM; 0.98% of 360,000 active;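 active = activation above a per-plate cutoff, the mean activation of sample wells on that plate plus 3 SD, cut at about 8% in these data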
m5-HT2A agonist: mouse Htr2a agonists via beta-arrestin recruitment, primary screen, cell-based, luminescence; 5-hydroxytryptamine receptor 2A (Mus musculus), P35363; CHO-K1 mHTR2A beta-arrestin complementation; percent of 30 µM serotonin response; activation, % at 7.6 µM; 0.66% of 360,000 active; AID 624169, 2012;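 active = activation above a run cutoff, the mean activation of all tested compounds plus 3 SD, cut at about 14% in these data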;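 note: 0% = plate median of compound wells and 100% = 30 µM serotonin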
ABHD5 PLIN5 PPI: ABHD5-PLIN5 interaction inhibitors, primary screen, cell lysate, split luciferase complementation, luminescence. Perilipin-5 (Homo sapiens) + 1-acylglycerol-3-phosphate O-acyltransferase ABHD5 (Homo …. Split G. princeps luciferase complementation, 4 h. inhibition, % at 4 µM. 0.78% of 360,000 active. AID 602281, 2012;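 active = inhibition above the mean inhibition across every tested compound plus 3 SD, cut at about 22% in these data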;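 note: 0% = DMSO only wells and the 100% control is not disclosed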
Glyco luc inh: increase of ERlucT glycosylation luciferase signal, primary screen, N-linked glycosylation inhibitor project, D54 ERlucT cells, luminescence, set 2; D54 ERlucT glycosylation luciferase reporter, 24 h; percent of 100 nM tunicamycin response; reporter increase, % at 12.5 µM; 0.23% of 360,000 active;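 active = mean luciferase reporter signal, scaled so untreated is 0 and the glycosylation-blocking control 100, at or above a set limit in every replicate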;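 note: luciferase carries N-glycosylation sites so blocking glycosylation raises the light; 0% = median of neutral control wells and 100% = median of 100 nM tunicamycin wells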
MC4R antag cAMP: MC4R antagonists of cAMP signaling, primary screen, cell-based, TR-FRET, antagonist arm of biased-ligand search; Melanocortin receptor 4 (Homo sapiens), P32245; inhibition, % at 6.5 µM; MC4R-expressing cells, MTII-stimulated cAMP, LANCE TR-FRET; 0.48% of 360,000 active;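 active = inhibition above its plate's cutoff, the mean of tested wells on that plate plus 3 SD, cut at about 29% in these data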;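 note: 0% = Melanotan II alone and 100% = Melanotan II plus saturating MCL0020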
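Assay system: human MC4R-expressing U2OS cells; reagent: Melanotan II stimulation of cells; dosing: 6.5 µM single dose; timing: compound 30 min, challenge 1 h, detection 1 h; signal: TR-FRET cAMP assay; replicates: one well per compound, no replicates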
H9c2 protect: cardioprotection against H2O2-induced cell death, primary screen, uHTS, H9c2 cells, ATPLite luminescence. AID 588492, 2011. protection from H2O2 cell death, % at 20 µM. H9c2 cardiomyocytes, H2O2 injury protection, 2 h. 0.63% of 360,000 active;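 active = compounds giving at least 50% protection of heart cells from peroxide-induced death in the single-dose screen, raw or plate-pattern-corrected value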;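 note: 0% = DMSO wells with peroxide and 100% = DMSO wells without peroxide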
ABCB6 inh 2: ABCB6 transporter inhibitors, primary screen, K562-ABCB6 cells, flow cytometry, MLPCN library; ATP-binding cassette sub-family B member 6 (Homo sapiens), Q9NP58; K562-ABCB6 porphyrin accumulation, 1 h; active compounds read low; fluorescence ratio to DMSO, % at 10 µM; 0.19% of 360,000 active; AID 602162, 2011;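 active = fluorescence ratio to DMSO below 75%, the collection mean minus 3 SD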;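 note: signal is porphyrin accumulated inside mitochondria; 100% equals median channel fluorescence of DMSO control wells; lower ratio means ABCB6 inhibition with less porphyrin fluorescence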
Target sequence (Q9NP58 whole entry, looked up): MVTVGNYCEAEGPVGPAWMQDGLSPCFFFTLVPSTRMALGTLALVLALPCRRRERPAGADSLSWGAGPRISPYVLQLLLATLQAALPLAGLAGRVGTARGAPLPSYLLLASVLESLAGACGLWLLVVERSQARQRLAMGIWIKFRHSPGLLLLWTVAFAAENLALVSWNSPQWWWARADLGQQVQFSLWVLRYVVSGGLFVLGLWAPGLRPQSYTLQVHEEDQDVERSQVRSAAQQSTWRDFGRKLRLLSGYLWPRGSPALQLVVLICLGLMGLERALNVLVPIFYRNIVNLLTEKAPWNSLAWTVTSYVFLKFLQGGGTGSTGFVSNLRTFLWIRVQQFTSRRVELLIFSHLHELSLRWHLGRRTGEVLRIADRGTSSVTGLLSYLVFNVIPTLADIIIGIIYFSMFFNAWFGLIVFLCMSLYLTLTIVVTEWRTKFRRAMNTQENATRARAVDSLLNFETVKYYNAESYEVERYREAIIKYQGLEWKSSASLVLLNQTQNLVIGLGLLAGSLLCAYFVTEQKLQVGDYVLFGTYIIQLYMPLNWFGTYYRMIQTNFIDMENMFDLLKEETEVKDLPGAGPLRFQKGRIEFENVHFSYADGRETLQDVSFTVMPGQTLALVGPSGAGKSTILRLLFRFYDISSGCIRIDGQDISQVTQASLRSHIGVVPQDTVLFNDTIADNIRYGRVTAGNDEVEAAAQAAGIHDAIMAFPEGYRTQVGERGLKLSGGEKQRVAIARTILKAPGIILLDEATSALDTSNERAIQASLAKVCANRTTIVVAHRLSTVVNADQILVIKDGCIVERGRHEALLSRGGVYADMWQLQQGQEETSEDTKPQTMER
The depositor's hits bear a star; · = not tested or not shown.

SMILES	Exocytosis inh	iPSC survival up	aDG glyco up	MC4R ag barr	m5-HT2A agonist	ABHD5 PLIN5 PPI	Glyco luc inh	MC4R antag cAMP	H9c2 protect	ABCB6 inh 2
O=C(O)c1ccc(NC(=O)c2cn(-c3ccccc3)nc2-c2ccccc2)cc1	-4	-2.1	-0.1	-1.6	-2	-9	1	12	0	91
Cc1nc2ccc3nc(NC(=O)c4ccco4)sc3c2s1	-1	-2.1	-0.3	6.1	12	-2	-3	-3	-8	109
O=C(NCCc1csc(-c2ccc(C(F)(F)F)cc2)n1)c1cccs1	-4	-0.4	0.0	2.5	-6	-6	-2	10	-8	98
O=S(=O)(Nc1nc2ccccc2nc1NCc1ccco1)c1ccc(F)cc1	-1	1.2	0.0	-1.0	6	25*	1	-8	-3	112
CCCCNc1nc(CC(C)=O)ns1	0	0.5	0.5	-1.7	-3	-5	0	3	-6	98
Cc1cc(C)nc(-n2nc(C)c(Sc3ccc(F)cc3)c2N)n1	1	-0.1	2.8	-2.6	-8	3	-2	-6	9	98
O=c1sc(Nc2ccccc2)nc2ccccc12	-14	0.0	0.4	-2.8	1	3	7	-4	6	104
CN(CC(=O)Nc1ccccc1Br)C(=O)c1ccccc1OCc1ccccc1Cl	-2	-0.5	0.0	0.9	-1	5	-3	16	5	98
O=c1cnnc(Nc2ccc(Nc3ccccc3)cc2)[nH]1	-4	0.1	-0.1	-1.5	-4	1	4	-26	6	98
CN(C)CCNc1ccc(Cl)cc1[N+](=O)[O-]	3	0.5	-0.2	-1.3	-3	0	-3	0	5	97
Cc1ccc(NC(=O)C2CC2C)cc1S(=O)(=O)N1CCOCC1 (stereo not drawn)	0	0.0	0.0	-3.1	-6	-14	3	8	-1	97
CC1CCN(C(=O)c2cc(S(=O)(=O)N3CCOCC3)ccc2N2CCCC2)CC1	-1	-0.6	0.0	-0.8	4	-2	4	-1	-1	92
CN(C(=O)COC(=O)c1ccc(Cl)nc1)c1c(N)n(Cc2ccccc2)c(=O)[nH]c1=O	2	-0.5	0.1	-1.9	11	-2	0	-2	-3	91
COc1cc2nc(CN3CCN(S(=O)(=O)c4ccc(C)c(C)c4)CC3)[nH]c(=O)c2cc1OC	0	-0.4	0.0	-3.4	4	3	2	8	6	92
COc1cc2c(cc1OC)CN(c1nc(CN3CCCC3)nc3sc(C)c(C)c13)CC2	-1	-0.8	-0.3	-2.4	35*	1	-3	9	17	102
Cc1noc(C)c1S(=O)(=O)N1CCC(C(=O)N2CCN(C(=O)c3ccco3)CC2)CC1	3	2.1	0.3	-0.6	-2	0	0	14	-2	99
CCOc1c(Br)cc(C2NS(=O)(=O)N=C3CCCCCN32)cc1OC (stereo not drawn)	-3	3.1	-0.2	-1.5	0	2	1	3	14	95
COc1ccc(S(=O)(=O)N(C)C[C@H]2Oc3c(NC(=O)Nc4ccc5c(c4)OCO5)cccc3C(=O)N([C@H](C)CO)C[C@@H]2C)cc1	0	-1.5	-0.3	0.2	-3	-6	-3	5	8	93
CCOCC(=O)Nc1sc2c(c1C(=O)OCC)CCCC2	0	1.1	-0.2	3.8	8	-16	-1	11	-10	94
Cc1cccc(C)c1NC(=O)C(C)c1ccc(-c2ccccc2)c(F)c1 (stereo not drawn)	9	5.3	0.1	-0.4	-2	-1	-4	5	-27	100
Cc1ccc(-c2cc(C(F)F)nc3sc4c(=O)[nH]cnc4c23)cc1	-2	3.7	0.5	-0.9	-3	0	-3	8	-12	104
O=C(NC1CC2CCCC(C1)N2C(=O)Nc1ccc(Cl)c(C(F)(F)F)c1)C1CC1 (stereo not drawn)	-4	5.0	0.1	-1.1	-7	2	6	-1	-11	99
O=C(COC(=O)c1ccc(Cl)nc1)Nc1ncc(Cl)cc1Cl	5	-0.3	-0.5	-1.8	-1	-3	1	13	-2	99
CC(O)(c1ccc(F)c(F)c1)c1nc(-c2ccccc2)cs1 (stereo not drawn)	-6	0.1	0.5	1.2	-1	-3	-1	5	-21	99
Cc1c(C(=O)Nc2ccc(S(=O)(=O)Nc3ncccn3)cc2)oc2ccc(F)cc12	-2	-0.4	-0.5	1.9	2	5	-2	16	-3	93
CCNc1nc(NCC)nc(OCCOC(=O)COc2ccc(Cl)cc2Cl)n1	-2	1.0	0.2	0.4	-3	0	2	1	7	96
CCOC(=O)Cn1cc(C(=O)C(=O)N2CCOCC2)c2ccccc21	1	0.0	0.0	0.2	-1	7	0	5	5	96
O=S(=O)(c1ccccc1)N(F)S(=O)(=O)c1ccccc1	-1	-2.7	-0.3	-2.0	2	2	1	2	4	98
COc1ccccc1Nc1nc(-c2ccc3c(c2)NC(=O)CO3)cs1	-1	6.3	-0.3	4.3	3	-12	7	-6	-2	104
CC(C)[C@H](NC(=O)[C@@H]1CSC2c3ccccc3C(=O)N21)C(=O)NCc1ccncc1 (stereo partly drawn)	-6	-0.2	0.0	-1.2	8	-10	-1	3	18	100
Cc1cc(NC(=O)CN2CCN(S(=O)(=O)c3ccc(Cl)cc3)CC2)no1	0	-1.8	0.1	-0.6	-1	4	-1	4	-6	98
CC(C)N(Cc1nccn1C)C(=O)CC1C(=O)NCCN1Cc1ccc(F)c(F)c1 (stereo not drawn)	-5	-0.1	-0.1	-1.1	3	12	3	-3	2	82
COC(=O)C[C@H]1C=C[C@H](NC(=O)Nc2ccccc2F)[C@@H](CO)O1	3	·	-0.2	·	4	-3	·	·	·	·
COc1cc(C2NC(C(=O)O)Cc3c2[nH]c2ccccc32)cc(OC)c1OC (stereo not drawn)	-3	-1.0	0.0	2.4	-3	-3	2	12	5	95
COc1cc(NC(=O)COC(=O)CCc2nc3ccccc3c(=O)[nH]2)cc(OC)c1	-4	1.1	-0.1	0.2	-4	3	2	5	15	97
Cc1cnc2cc(Cl)c(Cl)cc2n1	1	0.9	0.4	1.2	3	1	24	-2	-8	96
Cc1c(C=O)c2ccccn2c1C(=O)c1ccccc1Cl	1	-0.5	0.1	0.3	1	0	-2	-11	2	100
COc1ccccc1NC(=O)c1nnn(CC(=O)Nc2cc(C)cc(C)c2)c1N	-1	-0.3	0.0	0.0	-1	1	1	2	-4	104
CC(=O)n1cc([C@@H]2C=C(C(=O)NCc3ccccc3)O[C@H](OCc3ccc(CO)cc3)C2)c2ccccc21	19	0.3	0.0	-0.7	-2	4	4	36*	44	94
Cc1nc(SCC(=O)NC2CCCCC2C)nc(C)c1C (stereo not drawn)	-3	-2.5	0.1	-1.6	5	-3	-1	0	-3	98
O=C(N/N=C/c1oc(O)c2ccccc12)c1ccccc1	10	0.2	0.2	-2.2	-1	-4	0	-5	-11	92
CN(Cc1cccc(F)c1)C(=O)CSc1nnc(C2CC2)n1C1CC1	-1	-0.1	-0.2	2.8	4	8	0	7	10	95
Cc1ccccc1Nc1c(-c2ccncc2)nc2ccc(Cl)cn12	0	0.5	0.2	4.3	8	4	1	6	1	100
Cc1ccc(CCC(=O)Nc2ccc(N(C)C)cc2)o1	6	-0.7	0.1	-1.2	5	-8	5	7	2	99
C=CCN(C(=O)CCC(=O)Nc1cc(C)on1)C(C(=O)NC1CCCC1)c1ccc(OC)cc1OC (stereo not drawn)	4	-0.5	0.1	-0.6	3	2	0	-1	0	100
CCN(CC(=O)Nc1ccc(S(=O)(=O)N2CCOCC2)cc1)Cc1ccccc1	-6	-0.3	-0.1	-0.2	-5	3	0	0	10	98
O=c1oc2ccccc2n1Cc1cccc(F)c1	0	-0.5	0.0	-0.7	2	3	-3	-2	13	99
O=C(Nc1ccccc1)c1nc[nH]c1C(=O)Nc1ccccc1F	12	0.5	-0.2	2.8	-2	-5	5	12	1	95
O=C(/C=C/c1ccc([N+](=O)[O-])cc1)OCC(=O)N1CCOCC1	-20	1.1	0.1	-1.8	6	1	-2	8	8	96
CNS(=O)(=O)c1ccc(CCC(=O)N2CCOCC2)cc1	3	0.1	0.0	-1.1	3	1	2	-3	3	98
CCC(C)N(C(=O)CSc1nnc(C)n1C)C1CCS(=O)(=O)C1 (stereo not drawn)	-8	-0.3	0.1	-2.3	8	1	1	4	2	95
CCOc1cc(N2CCOCC2)c(OCC)cc1NC(=O)CN1C(=O)NC(CC(C)C)C1=O (stereo not drawn)	-7	1.3	0.4	-4.5	-2	-4	1	18	1	99

Screens (PubChem)
